Tb MetRS inh: Trypanosoma brucei MetRS inhibition | purified T. brucei MetRS, ATP depletion, Kinase-Glo luminescence | inhibition, % at 11.9 µM | 360,000 compounds, 0.4% hits | AID 624268;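 active = inhibition above a per-plate cutoff of the control wells' mean inhibition plus 3 SD, cut at about 5.5% in these data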;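 note: 0% = DMSO wells median and 100% = median of wells with control inhibitor compound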
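Test system: purified T. brucei MetRS enzyme. Also added: ATP, methionine and E. coli bulk tRNA substrates. Compound: 11.9 µM single point. Schedule: 15 min enzyme-compound preincubation, 2 h reaction, 10 min detection, 25 °C. Signal: luciferase luminescence of residual ATP, Kinase-Glo. Evaluation: percent inhibition versus plate control medians. Controls: DMSO wells, low control.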
MsrA inhibitor: inhibitors of bovine MsrA; purified bovine MsrA, absorbance read-out; inhibition, % at 15.5 µM; 360,000 compounds, 0.75% hits; AID 651718; in the data active = inhibition above about 4.5%;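 note: 0% = vehicle wells with enzyme and 100% = reference inhibitor wells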
FAS-TE inh: blocks the thioesterase domain of human fatty acid synthase; 360,000 compounds, 0.67% hits; recombinant FAS-TE, OMFH fluorogenic substrate, fluorescence endpoint; inhibition, % at 15 µM; P49327;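 active = compounds whose normalised, plate-corrected inhibition of enzyme fluorescence in the single-dose primary screen is 50% or more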;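 note: 0% = DMSO with enzyme and 100% = substrate without enzyme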
MsrA act: activates bovine MsrA enzyme | purified bovine MsrA, absorbance read-out | activation, % at 10.6 µM | 360,000 compounds, 0.3% hits; in the data active = activation above about 7.5%;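 note: 0% = vehicle and 100% = reference activator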
CSN deneddyl inh: CSN deneddylation inhibition; Q92905; Purified CSN, SCF-Nedd8-OG deneddylation, fluorescence polarization; inhibition, % at 12.5 µM; 360,000 compounds, 0.38% hits;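 active = pattern-corrected inhibition above about 35%, with an unprinted fluorescence ratio check between 0.5 and 1.5, limit read from the data, passing the limit was not always enough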;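 note: 0% = enzyme with substrate and 100% = substrate without enzyme; some results filed as inactive read as strong as hits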
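test system = HEK293T-derived human Csn5 enzyme | amount = 0.24 nM Csn5 enzyme, final concentration | medium = Tris/NaCl/DTT buffer, pH 7.5 | schedule = 90 min reaction at room temperature | signal = FP | evaluation = inhibition of Csn5 cleavage, % | compound dosing = single dose of 12.5 µM compound with 0.25% DMSO | probe or stimulus = 10 nM SCFSkp2-Nedd8OG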
Neddyl block: cullin neddylation inhibition; 360,000 compounds, 0.58% hits; TR-FRET cullin neddylation, biochemical; P61081+Q13564; calls only at 25 µM; in the data active = inhibition above about 36%
Rin1 Abl inh: blocks binding of human Rin1 to Abl; P00519+Q13671; TR-FRET Rin1/Abl binding, biochemical; inhibition, % at 7.35 µM; 360,000 compounds, 0.4% hits; AID 588664; in the data active = inhibition above about 5%, passing the limit was not always enough
MLLE-PAM2 inh: inhibitors of microRNA-mediated deadenylation, human PABP1 MLLE binding | P11940 | GST-MLLE / FITC-PAM2 fluorescence polarization | inhibition, % at 20 µM | 360,000 compounds, 0.36% hits; in the data active = inhibition above about 35%, passing the limit was not always enough;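 note: plate controls were DMSO wells with GST-MLLE for no effect and wells lacking GST-MLLE protein for full effect; some results filed as inactive read as strong as hits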
eLon inh: inhibits E. coli Lon protease; P0A9M0; purified E. coli Lon protease, fluorescence polarization; inhibition, % at 7.94 µM; 360,000 compounds, 0.42% hits; in the data active = inhibition above about 13%, passing the limit was not always enough;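 note: 0% = enzyme with probe and DMSO and 100% = no enzyme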
* marks the source's active call; other numbers are inactive results. Compounds as they come. About 4% of those tested had a hit in this group.

`COc1cc2c(C)nc3onc(-c4ccccc4)c3c2cc1OC` gave Tb MetRS inh 0.6, MsrA inhibitor 2.4, FAS-TE inh 70*, MsrA act -3, CSN deneddyl inh -5, Neddyl block inactive, Rin1 Abl inh 1, MLLE-PAM2 inh 8 and eLon inh -1.
`COc1ccc(NC(=O)c2cc(F)cc(F)c2)cc1S(=O)(=O)N1CCCCC1` gave Tb MetRS inh -0.2, MsrA inhibitor -0.6, FAS-TE inh 12, MsrA act -4, CSN deneddyl inh 1, Neddyl block inactive, Rin1 Abl inh 6, MLLE-PAM2 inh -29 and eLon inh -3.
For OC(c1ccc(Cl)c(F)c1)c1ncc(-c2ccc(Oc3ccccc3)cc2)[nH]1 (stereo not drawn) the results were Tb MetRS inh 0.0, MsrA inhibitor 1.6, FAS-TE inh 21, MsrA act -2, CSN deneddyl inh -2, Neddyl block inactive, Rin1 Abl inh -2, MLLE-PAM2 inh -16 and eLon inh -4.
Screening CC(C)CN1CCC(=O)N([C@H](CO)Cc2ccccc2)CC1 returned Tb MetRS inh -0.5, MsrA inhibitor 0.9, FAS-TE inh -12, MsrA act -9, CSN deneddyl inh -5, Neddyl block inactive, Rin1 Abl inh 4, MLLE-PAM2 inh -10 and eLon inh 6.
For O=C(c1cc(-c2ccc3c(c2)OCO3)on1)N1CCCCC1 the results were Tb MetRS inh -0.2, MsrA inhibitor 0.2, FAS-TE inh 2, MsrA act -3, CSN deneddyl inh 3, Neddyl block inactive, Rin1 Abl inh 0, MLLE-PAM2 inh 10 and eLon inh -4.
O=c1cc(-c2ccc(O)cc2)oc2cc(O)c([C@@H]3O[C@H](CO)[C@@H](O)[C@H](O)[C@H]3O)c(O)c12 was read as Tb MetRS inh 1.6, MsrA inhibitor 1.3, FAS-TE inh -5, MsrA act -3, CSN deneddyl inh 4, Neddyl block inactive, Rin1 Abl inh -1, MLLE-PAM2 inh -10 and eLon inh 3.
Cc1ccc(OCC(=O)c2cc(C)n(C3CC3)c2C)c([N+](=O)[O-])n1 was read as Tb MetRS inh 0.2, MsrA inhibitor 0.5, FAS-TE inh -1, MsrA act -4, CSN deneddyl inh -5, Neddyl block inactive, Rin1 Abl inh -2, MLLE-PAM2 inh -2 and eLon inh 12.
O=S(=O)(c1cnccc1N1CCN(CCO)CC1)N1CCCCC1 was read as Tb MetRS inh -0.3, MsrA inhibitor 1.4, FAS-TE inh -2, MsrA act -2, CSN deneddyl inh 5, Neddyl block inactive, Rin1 Abl inh 3, MLLE-PAM2 inh 0 and eLon inh -6.
Screening COc1ccc(OC)c(CCNC(=O)CN2C(=O)COc3ccc(S(=O)(=O)N4CCOCC4)cc32)c1 returned Tb MetRS inh -0.6, MsrA inhibitor 0.6, FAS-TE inh -1, MsrA act -3, CSN deneddyl inh 2, Neddyl block inactive, Rin1 Abl inh 2, MLLE-PAM2 inh -12 and eLon inh 0.
For O=C(CCCC(=O)c1ccc(O)cc1)c1ccc(O)cc1 the results were Tb MetRS inh -0.2, MsrA inhibitor 2.7, FAS-TE inh -7, MsrA act -1, CSN deneddyl inh 0, Neddyl block inactive, Rin1 Abl inh 1, MLLE-PAM2 inh -10 and eLon inh -6.
COc1cccc(C(=O)NC(=S)Nc2ccc(Cl)cc2C(=O)O)c1 was read as Tb MetRS inh -0.4, MsrA inhibitor 0.3, FAS-TE inh 5, MsrA act -5, CSN deneddyl inh 6, Neddyl block inactive, Rin1 Abl inh -2, MLLE-PAM2 inh 13 and eLon inh 4.
Screening CCOc1cc2[nH]c(=S)n(CCCC(=O)NCc3ccco3)c(=O)c2cc1OCC returned Tb MetRS inh -1.6, FAS-TE inh -13, MsrA act -11, CSN deneddyl inh 4, Neddyl block inactive, Rin1 Abl inh -2, MLLE-PAM2 inh -83 and eLon inh 4.
CCOc1ccccc1CN(Cc1ccco1)S(=O)(=O)c1ccc(-n2cnnn2)c(OC)c1 was read as Tb MetRS inh -0.6, MsrA inhibitor 1.1, FAS-TE inh 30, MsrA act 5, CSN deneddyl inh 3, Neddyl block inactive, Rin1 Abl inh -1, MLLE-PAM2 inh 8 and eLon inh 1.
`COc1ccc(C(=O)NC(=S)Nc2cccnc2)cc1OC` gave Tb MetRS inh 0.4, MsrA inhibitor 2.1, FAS-TE inh -9, MsrA act -16, CSN deneddyl inh 5, Neddyl block inactive, Rin1 Abl inh 8.9*, MLLE-PAM2 inh 36 and eLon inh -3.
Screening CN(C)C(=O)c1nc2ccccc2s1 returned Tb MetRS inh -0.2, MsrA inhibitor -0.5, FAS-TE inh -9, MsrA act -1, CSN deneddyl inh -3, Neddyl block inactive, Rin1 Abl inh -4, MLLE-PAM2 inh 7 and eLon inh 4.
`O=C(Cc1ccccc1)N1CCN(c2ccccc2F)CC1` gave Tb MetRS inh -0.9, MsrA inhibitor -0.8, FAS-TE inh -2, MsrA act -2, CSN deneddyl inh -1, Neddyl block inactive, Rin1 Abl inh -4, MLLE-PAM2 inh 5 and eLon inh -6.
Screening CC(=O)CSc1nc2nccnc2[nH]1 returned Tb MetRS inh 0.1, MsrA inhibitor 1.7, FAS-TE inh -7, MsrA act -4, CSN deneddyl inh -1, Neddyl block inactive, Rin1 Abl inh 3, MLLE-PAM2 inh -7 and eLon inh -1.
Screening COc1ccc(C(=O)CN2CCN(c3cc(C)nc4ccccc34)CC2)cc1 returned Tb MetRS inh 3.5, MsrA inhibitor -0.2, FAS-TE inh -3, MsrA act 0, CSN deneddyl inh 2, Neddyl block inactive, Rin1 Abl inh 1, MLLE-PAM2 inh -8 and eLon inh -20.
CC1CCCCN1c1ncnc(N)c1[N+](=O)[O-] (stereo not drawn) was read as Tb MetRS inh 0.0, MsrA inhibitor 0.6, FAS-TE inh -3, MsrA act -2, CSN deneddyl inh -8, Neddyl block inactive, Rin1 Abl inh 7.2*, MLLE-PAM2 inh 14 and eLon inh 14.
Screening Cc1ccc(Nc2cc(=O)n(C3CCCCC3)c(=O)[nH]2)cc1C returned Tb MetRS inh -0.6, MsrA inhibitor -0.6, FAS-TE inh 4, MsrA act 0, CSN deneddyl inh 2, Neddyl block inactive, Rin1 Abl inh -5, MLLE-PAM2 inh -1 and eLon inh 1.

A portion taken from the entries so far, for reference:
CC1CCCCN1c1ncnc(N)c1[N+](=O)[O-] (stereo not drawn) was read as Tb MetRS inh 0.0, MsrA inhibitor 0.6, FAS-TE inh -3, MsrA act -2, CSN deneddyl inh -8, Neddyl block inactive, Rin1 Abl inh 7.2*, MLLE-PAM2 inh 14 and eLon inh 14.
Screening Cc1ccc(Nc2cc(=O)n(C3CCCCC3)c(=O)[nH]2)cc1C returned Tb MetRS inh -0.6, MsrA inhibitor -0.6, FAS-TE inh 4, MsrA act 0, CSN deneddyl inh 2, Neddyl block inactive, Rin1 Abl inh -5, MLLE-PAM2 inh -1 and eLon inh 1.

Remaining list, next part
`CC(C)C(=O)Nc1ccc(N2CCN(S(C)(=O)=O)CC2)cc1` gave Tb MetRS inh 0.1, MsrA inhibitor -0.3, FAS-TE inh -9, MsrA act -3, CSN deneddyl inh -2, Neddyl block inactive, Rin1 Abl inh -5, MLLE-PAM2 inh -4 and eLon inh 2.
`CCCCC(=O)Nc1c2c(nn1-c1ccc(C)cc1)CS(=O)(=O)C2` gave Tb MetRS inh 0.0, MsrA inhibitor -1.5, FAS-TE inh -4, MsrA act -1, CSN deneddyl inh -1, Neddyl block inactive, Rin1 Abl inh -3, MLLE-PAM2 inh 3 and eLon inh 3.
Screening Cc1sc2nc(CN(Cc3ccccc3)C(=O)NC3CCCCC3)[nH]c(=O)c2c1C returned Tb MetRS inh -0.5, MsrA inhibitor 0.0, FAS-TE inh 28, MsrA act -6, CSN deneddyl inh 1, Neddyl block inactive, Rin1 Abl inh 4, MLLE-PAM2 inh 4 and eLon inh -8.
For COc1ccccc1CNC(=O)COC(=O)c1sc(C)nc1C the results were Tb MetRS inh 0.1, MsrA inhibitor 0.7, FAS-TE inh -5, MsrA act -2, CSN deneddyl inh 1, Neddyl block inactive, Rin1 Abl inh 5, MLLE-PAM2 inh 6 and eLon inh 5.
For CCC(C)NCCCCOc1cc(C)cc(C(C)C)c1 (stereo not drawn) the results were Tb MetRS inh -0.6, MsrA inhibitor -1.6, FAS-TE inh -12, MsrA act -5, CSN deneddyl inh -9, Neddyl block inactive, Rin1 Abl inh 2, MLLE-PAM2 inh 9 and eLon inh -3.
For CC(N)c1csc(Nc2ccc(C(=O)c3ccccc3)cc2)n1 (stereo not drawn) the results were Tb MetRS inh -0.1, MsrA inhibitor 3.5, FAS-TE inh -4, MsrA act -2, CSN deneddyl inh 5, Neddyl block inactive, Rin1 Abl inh -5, MLLE-PAM2 inh 5 and eLon inh -2.
For O=C(Cc1ccc(Br)cc1)Nc1cccc(-c2cn3c(n2)SCC3)c1 the results were Tb MetRS inh 0.3, MsrA inhibitor -1.4, FAS-TE inh 20, MsrA act -3, CSN deneddyl inh 1, Neddyl block inactive, Rin1 Abl inh -2, MLLE-PAM2 inh -2 and eLon inh -8.
Screening Cc1noc(C)c1NC(=O)Nc1cccc2c1O[C@H](CN(C)C(=O)Nc1ccc(C(F)(F)F)cc1)[C@@H](C)CN([C@H](C)CO)C2=O returned Tb MetRS inh -0.3, MsrA inhibitor 0.7, FAS-TE inh 40, MsrA act -1, CSN deneddyl inh 0, Neddyl block inactive, Rin1 Abl inh 8, MLLE-PAM2 inh 3 and eLon inh 7.
For O=C(CSc1ccc(-c2cccs2)nn1)Nc1ccccc1 the results were Tb MetRS inh -0.5, MsrA inhibitor 2.2, FAS-TE inh 4, MsrA act 0, CSN deneddyl inh -2, Neddyl block inactive, Rin1 Abl inh -3, MLLE-PAM2 inh -1 and eLon inh -5.
`O=C(CN(Cc1ccco1)C(=O)CNS(=O)(=O)c1ccccc1)NCc1ccc(F)cc1` gave Tb MetRS inh -0.7, MsrA inhibitor -0.8, FAS-TE inh -1, MsrA act 0, CSN deneddyl inh 4, Neddyl block inactive, Rin1 Abl inh 3, MLLE-PAM2 inh -1 and eLon inh -1.
`CN(C)NC1CC(=O)N(c2ccccc2)C1=O` (stereo not drawn) gave Tb MetRS inh -1.0, MsrA inhibitor -1.3, FAS-TE inh -9, MsrA act -7, CSN deneddyl inh -2, Neddyl block inactive, Rin1 Abl inh -1, MLLE-PAM2 inh -5 and eLon inh -3.
Screening O=C(CNC(=O)Cc1ccccc1)NCC(=O)OCC(=O)c1ccc(Cl)cc1 returned Tb MetRS inh -1.8, MsrA inhibitor 0.5, FAS-TE inh -6, MsrA act -12, CSN deneddyl inh 1, Neddyl block inactive, Rin1 Abl inh -1, MLLE-PAM2 inh 12 and eLon inh 7.
For CC(C)(C)NC(=O)COC(=O)/C=C/c1ccccc1[N+](=O)[O-] the results were Tb MetRS inh 0.3, MsrA inhibitor -0.1, FAS-TE inh 2, MsrA act -4, CSN deneddyl inh 2, Neddyl block inactive, Rin1 Abl inh -1, MLLE-PAM2 inh -4 and eLon inh 2.
`COc1ccc(NC(=O)c2ccccc2NC(=O)CSc2ccc(C)cc2)cc1` gave Tb MetRS inh -0.9, MsrA inhibitor -0.7, FAS-TE inh 0, MsrA act 3, CSN deneddyl inh -3, Neddyl block inactive, Rin1 Abl inh -3, MLLE-PAM2 inh -3 and eLon inh -1.
Screening O=C(COc1ccc2ccccc2c1)NCCNC(=O)COc1ccc2ccccc2c1 returned Tb MetRS inh -1.1, MsrA inhibitor -0.5, FAS-TE inh -3, MsrA act -6, CSN deneddyl inh 2, Neddyl block inactive, Rin1 Abl inh -2, MLLE-PAM2 inh -4 and eLon inh -4.

High-throughput results as filed in PubChem BioAssay.
